SENP8 block: SENP8 protease inhibitors, primary screen, biochemical, luminescence; Sentrin-specific protease 8 (Homo sapiens), Q96LD8; purified SENP8, Z-RLRGG-aminoluciferin cleavage; inhibition, % at 10 µM; hit rate 1.2% among 330,000
Target sequence (Q96LD8 whole entry, looked up): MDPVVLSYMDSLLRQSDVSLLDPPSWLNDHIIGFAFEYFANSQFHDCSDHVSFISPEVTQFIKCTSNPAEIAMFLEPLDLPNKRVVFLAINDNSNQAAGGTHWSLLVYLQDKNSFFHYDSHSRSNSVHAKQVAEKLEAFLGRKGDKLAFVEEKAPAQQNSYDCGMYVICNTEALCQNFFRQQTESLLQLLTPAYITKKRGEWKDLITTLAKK
697 NFkB inh: inhibitors of PMA/ionomycin-induced NF-kB reporter, 697 cells, primary screen, B-cell NF-kB inhibitor project, cell-based, luminescence, uHTS; 697 B-cell NF-kB luciferase reporter, 16 h; inhibition, % at 4 µM; hit rate 0.33% among 330,000; in the data active = inhibition above about 35%
UBC13 polyUb: UBC13 polyubiquitin chain formation inhibitors, primary screen, biochemical, TR-FRET, uHTS | hit rate 0.47% among 330,000 | AID 485273, 2010 | Ubiquitin-conjugating enzyme E2 N (Homo sapiens), P61088 | inhibition, % at 20 µM; in the data active = inhibition above about 45%, passing the limit was not always enough
Target sequence (P61088 whole entry, looked up): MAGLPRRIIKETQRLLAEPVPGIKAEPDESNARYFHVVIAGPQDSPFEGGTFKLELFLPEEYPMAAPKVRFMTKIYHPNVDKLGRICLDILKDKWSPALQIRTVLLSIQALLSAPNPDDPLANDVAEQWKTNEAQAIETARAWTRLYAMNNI
Gli-Sufu antag: Gli-Sufu pathway antagonists, primary screen, luciferase luminescence, Sufu-KO-LIGHT cells, uHTS; Sufu-KO-LIGHT fibroblasts, Gli luciferase reporter luminescence; inhibition, % at 5 µM; hit rate 0.74% among 340,000; AID 588413, 2011;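 active = inhibition above about 55%, limit read from the data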;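 note: 0% = DMSO-treated cells and 100% = wells with medium but no cells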
HKDC1 inh: HKDC1 hexokinase inhibitors, primary screen, biochemical, fluorescence, uHTS; recombinant HKDC1, G6PDH/diaphorase resazurin coupled fluorescence; Q2TB90; hit rate 0.16% among 340,000; inhibition, % at 20 µM;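 active = inhibition above about 35% when tested at 20 µM, limit read from the data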;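 note: plate controls were DMSO wells with enzyme for no effect and DMSO wells lacking enzyme for full effect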
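Test system: HK5 enzyme. Quantity: 5 µg/mL HK5 final. Reagent: glucose and ATP substrates. Schedule: 90 min reaction incubation at room temperature, dark. Technique: resazurin-to-resorufin fluorescence via G6PDH and diaphorase coupling, 525/613 nm. Control set: DMSO wells with and without enzyme mix.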
SENP7 block: SENP7 protease inhibitors, primary screen, biochemical, luminescence, uHTS; inhibition, % at 5 µM; AID 434973, 2010; recombinant SENP7, Z-RLRGG-aminoluciferin luminescence, 40 min; Sentrin-specific protease 7 (Homo sapiens), Q9BQF6; hit rate 1.5% among 330,000;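 active = inhibition above about 50% at the single test dose, limit read from the data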;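 note: plate controls were DMSO with enzyme for no effect and no enzyme buffer wells for full effect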
Target sequence (Q9BQF6 706-1050 limits assumed): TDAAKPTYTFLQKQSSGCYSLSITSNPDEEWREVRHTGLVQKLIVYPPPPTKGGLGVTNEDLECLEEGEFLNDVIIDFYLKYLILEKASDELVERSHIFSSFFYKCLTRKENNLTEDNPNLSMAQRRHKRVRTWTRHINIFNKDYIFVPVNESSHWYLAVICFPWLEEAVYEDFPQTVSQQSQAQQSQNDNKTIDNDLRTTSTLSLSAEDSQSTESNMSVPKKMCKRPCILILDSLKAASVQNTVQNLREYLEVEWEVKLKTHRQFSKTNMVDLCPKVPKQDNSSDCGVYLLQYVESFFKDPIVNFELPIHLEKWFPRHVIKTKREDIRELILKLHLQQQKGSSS
Jurkat NFkB inh: inhibitors of induced NF-kB luciferase reporter, primary screen, TCR NF-kB activation inhibitor project, cell-based, luminescence, uHTS; Jurkat, PMA/ionomycin-induced NF-kB luciferase reporter; inhibition, % at 4 µM; hit rate 0.53% among 330,000
Apaf-1 inh: inhibitors of human Apaf-1 apoptosome, primary screen, biochemical, DEVD-Rh110 fluorescence, uHTS | reconstituted apoptosome caspase-3 activity | inhibition, % at 20 µM | hit rate 0.71% among 330,000; active = inhibition of at least 40% at 20 µM;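 note: plate controls were DMSO wells for no effect and DEVD-CHO caspase inhibitor wells for full effect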
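Material: reconstituted apoptosome with Apaf-1, cytochrome c, caspase-9, procaspase-3, dATP; medium: pH 7.5 Hepes buffer with CHAPS, BSA, DTT; also added: cytochrome c and DEVD-Rh110 substrate; timing: 30 min plus 50 min, RT; signal: Rh110 fluorescence intensity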
Numbers without * were called inactive; x = not tested or not shown; & = joins results of further samples. Cut-off read from the data, not from the text of the source, unless noted: active = inhibition above about 50%; inactive = the rest.

The opening 3 records as a preview:
Every second line gives: SENP8 block, 697 NFkB inh, UBC13 polyUb, Gli-Sufu antag, HKDC1 inh, SENP7 block, Jurkat NFkB inh, Apaf-1 inh
[1] CC(O)CNCCOc1ccccc1-c1ccccc1 (stereo not given)
 : 7.5, 3.4, -4.9, 16.7, 5.1, 2.4, -7.2, -11.3
[2] CC(C)C(c1nnnn1C1CCCCC1)N1CCc2ccccc2C1 (stereo not given)
 : 3.4, 17.4, 2.3, 1.6, -4.4, -6.3, 11.5, -3.3
[3] Cc1ccc(OCC(=O)Nc2ccc(N3CCOCC3)cc2)cc1
 : -2.4, 13.0, 2.9, -5.0, -4.2, 1.9, 16.2, -17.8

The list itself, repeating the preview:
Every second line gives: SENP8 block, 697 NFkB inh, UBC13 polyUb, Gli-Sufu antag, HKDC1 inh, SENP7 block, Jurkat NFkB inh, Apaf-1 inh
[1] CC(O)CNCCOc1ccccc1-c1ccccc1 (stereo not given)
 : 7.5, 3.4, -4.9, 16.7, 5.1, 2.4, -7.2, -11.3
[2] CC(C)C(c1nnnn1C1CCCCC1)N1CCc2ccccc2C1 (stereo not given)
 : 3.4, 17.4, 2.3, 1.6, -4.4, -6.3, 11.5, -3.3
[3] Cc1ccc(OCC(=O)Nc2ccc(N3CCOCC3)cc2)cc1
 : -2.4, 13.0, 2.9, -5.0, -4.2, 1.9, 16.2, -17.8
[4] N#C/C(=C\c1cccnc1)C(=O)Nc1ccc(C(=O)O)cc1
 : 1.9, -8.0, 6.1, 6.2, -1.9, 5.2, 3.7, -6.3
[5] Cn1cc(S(=O)(=O)NCCc2ccccc2)c(=O)n(C)c1=O
 : -0.9, -25.5, -6.8, -1.7, -3.3, -0.5, 2.6, 3.8
[6] Cn1nnnc1SCCNCc1cccc2ccccc12
 : 8.5, -3.7, -19.2, 0.1, -8.0, -1.2, -10.6, -2.4
[7] Cc1ccc(-c2cc(C(=O)N3CCOCC3)c3cc(C)ccc3n2)cc1
 : -3.2, -61.3, -7.3, -6.8, -3.6, 0.3, -12.0, 14.3
[8] Cc1nn(CC(=O)OCC(=O)Nc2ccccc2[N+](=O)[O-])c(C)c1[N+](=O)[O-]
 : -2.8, -11.2, -1.8, 3.3, -1.3, -3.2, 1.0, -3.1
[9] COc1ccccc1NS(=O)(=O)c1cccc(NC(=O)c2cc3ccccc3oc2=O)c1
 : 12.2, -69.9, -12.8, -21.9, -18.1, -19.9, -78.2, 8.7
[10] O=c1c2ccccc2nc(SCc2ccncc2)n1CC1CCCO1 (stereo not given)
 : -2.4, -2.3, 19.7, x, 0.2, -9.0, 5.9, 0.7
[11] CC(C)CC(NC(=O)C(CC(C)C)NC(=O)C(Cc1ccc(OCc2ccccc2)cc1)NC(=O)OC(C)(C)C)C(N)=O (stereo not given)
 : -7.6, 11.5, -1.7, -0.6, -6.3, 7.4, 5.6, 13.8
[12] O=C(O)c1cc(-c2cccs2)nc2ccc(Br)cc12
 : -14.0, -8.2, -23.4, x, x, -4.5, -10.2, 14.3
[13] Clc1cccc(Cn2ncc3ccccc32)c1
 : 1.6, 4.6, 2.4, -6.7, 1.9, 1.2, 0.3, 0.0
[14] C[C@]12CCC(=O)C=C1CC[C@@H]1[C@@H]2C(=O)C[C@@]2(C)[C@H]1CC[C@]2(O)C(=O)CO
 : -5.2, -6.3, -9.3, -20.1, -4.6, -1.9, 4.0, 12.4
[15] CCCCn1c(N)c(N(CCC(C)C)C(=O)Cc2ccc(S(=O)(=O)N3CCOCC3)s2)c(=O)[nH]c1=O
 : -1.5, 1.4, -7.1, -5.0, 2.5, 5.8, 8.0, 0.1
[16] Cc1oc(/N=C/c2ccc(O)cc2O)c(C#N)c1C
 : 32.0, 2.2, -32.1, -5.5, 3.9, -9.3, -3.3, 2.5
[17] S=C(Nc1ccc2c(c1)OCO2)NC1CCN(Cc2ccccc2)CC1
 : -4.4, -16.5, -3.2, 7.4, -14.2, 9.5, 2.6, -3.2
[18] CCOC(=O)c1sc(NC(=O)CSCc2c(C)noc2C)nc1C
 : -11.2, 13.1, 0.7, 1.1, 2.5, 3.3, 1.8, -0.9
[19] O=C(CSc1ccccn1)N1CCN(c2ccccc2)CC1
 : -9.0, -22.0, -12.5, -13.3, 2.4, -12.7, -24.4, -49.0
[20] CC1CCCCN1C(=O)CCS(=O)(=O)Cc1ccccc1 (stereo not given)
 : 1.5, 9.1, -1.5, -7.1, -3.1, 4.9, 8.4, -7.9
[21] COc1ccc(C(=O)OCC(=O)Nc2ccc(N3CCOCC3)cc2)cc1OC
 : -6.4, 25.1, -3.6, -3.8, -3.2, -8.6, -1.8, -4.2
[22] CCC1Oc2ccc(C)cc2N(CC(=O)NCc2cc(OC)ccc2OC)C1=O (stereo not given)
 : 6.0, 17.7, -4.5, 5.5, -14.5, 6.7, -0.2, -27.9
[23] O=C(Nc1ccc(Br)cc1)c1ccc(-n2cnnn2)cc1
 : 2.8, 1.8, 6.5, 13.6, -2.4, 5.1, -18.6, -0.7
[24] O=c1[nH][nH]c(=O)c2cc([N+](=O)[O-])ccc12
 : 4.7, 9.4, -8.7, 6.2&3.2, -1.2&3.4, 3.8, 1.5, -2.9
[25] CC(C)CC1NC(=O)N(CC(=O)N2CCN(S(=O)(=O)c3ccc(Cl)cc3)CC2)C1=O (stereo not given)
 : 9.8, 6.0, 0.5, 12.3, 3.3, 12.2, 0.2, 0.2
[26] CC(=O)c1ccc(NC(=O)c2cc(CC(C)C)on2)cc1
 : -9.2, -10.7, 5.0, -26.2, -2.9, 5.0, -64.0, 2.3
[27] C=CCn1c(CNC(=O)c2ccco2)nnc1SCC(=O)c1ccccc1
 : 2.3, -8.1, 3.0, -1.9, -5.3, -1.7, -3.5, -22.0
[28] O=C1ON=C(c2cccc([N+](=O)[O-])c2)/C1=C/c1ccc(O)cc1
 : -4.0, 15.6, -0.2, -3.0, 9.6, 1.6, -9.9, 1.1
[29] C=CCN1/C(=C(\C#N)C2=NS(=O)(=O)c3ccccc32)N(C)c2ccccc21
 : -4.6, 2.4, -5.5, 6.0, 2.9, 12.0, -4.7, -10.6

Some of these compounds in order of their number in Jurkat NFkB inh, high to low:
#	smiles	Jurkat NFkB inh
24	O=c1[nH][nH]c(=O)c2cc([N+](=O)[O-])ccc12	1.5
25	CC(C)CC1NC(=O)N(CC(=O)N2CCN(S(=O)(=O)c3ccc(Cl)cc3)CC2)C1=O (stereo not given)	0.2
21	COc1ccc(C(=O)OCC(=O)Nc2ccc(N3CCOCC3)cc2)cc1OC	-1.8
23	O=C(Nc1ccc(Br)cc1)c1ccc(-n2cnnn2)cc1	-18.6
26	CC(=O)c1ccc(NC(=O)c2cc(CC(C)C)on2)cc1	-64.0

This is a random part of the collection; any-hit rate near 3.6%.
